Screens from PubChem BioAssay.
tim10-1 inh = inhibits growth of tim10-1 mutant yeast; S. cerevisiae tim10-1 ts strain growth, BacTiter-Glo, 24 h; inhibition, % at 20 µM; 330,000 compounds, 2.2% hits; AID 463190;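 active = inhibition of at least 40%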;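 also: mutant grown at 25 °C; 0% = DMSO wells with yeast and 100% = wells holding no yeast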
hIAP inh = blocks human intestinal alkaline phosphatase; P09923; purified IAP, CDP-Star luminescence, 30 min; inhibition, % at 10 µM; 330,000 compounds, 0.12% hits; AID 2544;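 active = inhibition reaching a set limit with compound at 10 µM in the primary screen, cut at about 35% in these data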;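 also: plate controls were DMSO wells with enzyme for no effect and no-enzyme buffer wells for full effect; values of inactives mirror those of a sister screen read the other way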
Target sequence (P09923 whole entry, looked up): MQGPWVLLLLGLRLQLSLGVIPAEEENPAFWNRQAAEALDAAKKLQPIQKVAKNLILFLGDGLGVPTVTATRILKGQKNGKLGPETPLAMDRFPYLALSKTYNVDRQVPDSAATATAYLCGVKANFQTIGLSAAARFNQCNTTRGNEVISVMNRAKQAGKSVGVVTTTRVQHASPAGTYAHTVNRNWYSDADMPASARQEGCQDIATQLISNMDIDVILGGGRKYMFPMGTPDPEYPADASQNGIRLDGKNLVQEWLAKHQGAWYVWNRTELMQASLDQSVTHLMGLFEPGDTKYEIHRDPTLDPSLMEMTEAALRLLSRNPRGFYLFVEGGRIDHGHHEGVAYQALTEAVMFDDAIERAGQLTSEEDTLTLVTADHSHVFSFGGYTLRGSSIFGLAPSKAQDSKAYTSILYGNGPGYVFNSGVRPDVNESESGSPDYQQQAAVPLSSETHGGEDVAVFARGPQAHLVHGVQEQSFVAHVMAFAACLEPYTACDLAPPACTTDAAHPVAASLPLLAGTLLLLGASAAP
Apaf-1 inh = inhibitors of human Apaf-1 apoptosome; O14727; reconstituted apoptosome caspase-3 activity, DEVD-Rh110 fluorescence; inhibition, % at 20 µM; 330,000 compounds, 0.71% hits; active = inhibition of at least 40% at 20 µM;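 also: plate controls were DMSO wells for no effect and DEVD-CHO caspase inhibitor wells for full effect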
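Assay system – apoptosome proteins · Medium – Hepes buffer, pH 7.5 · Also added – cytochrome c with DEVD-Rh110 · Timing – 30 min compound preincubation, 50 min activation, room temperature · Detection – Rh110 fluorescence, excitation 480 nm, emission 540 nm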
mIAP act = mouse IAP activation; 330,000 compounds, 0.24% hits; activation factor at 10 µM; muIAP, CDP-Star luminescence, 30 min; stronger effect = higher value; 1 = vehicle-only enzyme signal, 0 = enzyme-free wells;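 active = activation factor of at least 2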; also: the source names both 10 and 20 µM as test concentration; values of inactives mirror those of a sister screen read the other way
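System: mouse IAP enzyme. Reagent: CDP-Star chemiluminescent phosphatase substrate. Benchmarks: DMSO wells, no-enzyme wells. Times: 30 min enzyme-substrate-compound incubation at room temperature. Detection: luminescence from enzymatic CDP-Star hydrolysis. Doses: test compounds delivered from DMSO solution.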
NALP3 yeast inh = blocks the NALP3 inflammasome reconstituted in yeast | Yeast reconstituted NLRP3/ASC/caspase-1, beta-gal luminescence, 24 h | inhibition, % at 10 µM | 330,000 compounds, 0.39% hits;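 active = inhibition of 50% or more; inactive = inhibition below 50%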;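 also: plate controls were induced DMSO wells for no effect and uninduced yeast grown without galactose for full effect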
ATG4B inh = ATG4B (human) cysteine protease inhibition. Q9Y4P1. ATG4B cleavage of LC3-PLA2, NBD-HPC fluorescence, 1 h. inhibition, % at 8.33 µM. 340,000 compounds, 0.51% hits. AID 504462; in the data active = inhibition above about 40%
Target sequence (Q9Y4P1 whole entry, looked up): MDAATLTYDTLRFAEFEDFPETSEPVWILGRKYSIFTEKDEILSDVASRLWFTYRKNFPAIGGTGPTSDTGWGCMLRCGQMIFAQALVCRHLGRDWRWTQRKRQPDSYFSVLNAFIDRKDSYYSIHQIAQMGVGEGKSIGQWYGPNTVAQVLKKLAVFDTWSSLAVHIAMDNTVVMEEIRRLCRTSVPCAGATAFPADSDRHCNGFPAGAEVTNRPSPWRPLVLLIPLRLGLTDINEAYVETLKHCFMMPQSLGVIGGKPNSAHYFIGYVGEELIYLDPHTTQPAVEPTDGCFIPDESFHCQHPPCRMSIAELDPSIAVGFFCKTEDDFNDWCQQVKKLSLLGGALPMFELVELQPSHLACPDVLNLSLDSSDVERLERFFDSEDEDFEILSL
TIM10 inh = growth inhibitors of TIM10 yeast strain; S. cerevisiae TIM10 strain growth, BacTiter-Glo luminescence, 24 h; inhibition, % at 10 µM; 330,000 compounds, 1.4% hits; AID 463195;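 active = inhibition of 40% or more at the single tested concentration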;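 also: wild-type TIM10 isogenic control strain grown at permissive 25 °C; 0% = DMSO yeast wells and 100% = minimal medium wells without yeast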
hIAP activ = human IAP activation; 330,000 compounds, 0.16% hits; purified human IAP, CDP-Star luminescence, 30 min; stronger effect = higher value; 1 = vehicle-only enzyme, 0 = enzyme-free background; activation factor at 10 µM;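 active = activation factor of the enzyme at least 2-fold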; also: the source names both 10 and 20 µM as test concentration; values of inactives mirror those of a sister screen read the other way
mIAP block = mouse IAP inhibition. purified mouse IAP, CDP-Star luminescence, 30 min. inhibition, % at 10 µM. 330,000 compounds, 0.2% hits. AID 2806;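 active = inhibition of at least 40% at 10 µM in the primary screen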;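 also: plate controls were DMSO with enzyme for no effect and no enzyme wells for full effect; values of inactives mirror those of a sister screen read the other way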
Active calls of the source: *.

What do the screens show for `O=C(NC(=S)NC(c1ccccc1)c1ccncc1)c1ccccc1` (stereo not given)?
tim10-1 inh: 38; hIAP inh: 9; Apaf-1 inh: 18; mIAP act: 0.93; NALP3 yeast inh: 9; ATG4B inh: 6; TIM10 inh: 36; hIAP activ: 0.91; mIAP block: 7

What do the screens show for `CCOCc1cc(C)[nH]c(=O)c1C#N`?
tim10-1 inh: -17; hIAP inh: -2; Apaf-1 inh: 3; mIAP act: 1; NALP3 yeast inh: 6; ATG4B inh: -2; TIM10 inh: -15; hIAP activ: 1; mIAP block: -4

What do the screens show for `Cc1cccc(C)c1OCC1CNC(=O)O1` (stereo not given)?
tim10-1 inh: 6; hIAP inh: -21; Apaf-1 inh: 0; mIAP act: 0.89; NALP3 yeast inh: 5; ATG4B inh: 5; TIM10 inh: -7; hIAP activ: 1.2; mIAP block: 11

Results for Nc1ccc(-c2cc(-c3ccc(N)cc3)nc(-c3ccccc3)n2)cc1 ?
tim10-1 inh: 24; hIAP inh: -6; Apaf-1 inh: -14; mIAP act: 0.94; NALP3 yeast inh: 6; ATG4B inh: -5; TIM10 inh: 31; hIAP activ: 1.1; mIAP block: 6

What do the screens show for `COC(=O)C1=C(N)Oc2cc(C)n(Cc3cccnc3)c(=O)c2C1c1cc(OC)ccc1OC` (stereo not given)?
tim10-1 inh: 21; hIAP inh: -11; Apaf-1 inh: 0; mIAP act: 0.96; NALP3 yeast inh: 8; ATG4B inh: 1; TIM10 inh: 11; hIAP activ: 1.1; mIAP block: 4

Results for CCOC(=O)N1[C@@H]2C=C(C)[C@@H]2[C@@H]2[C@@H](C)C(=O)N21 ?
tim10-1 inh: 5; hIAP inh: 10; Apaf-1 inh: -2; mIAP act: 1; NALP3 yeast inh: 2; ATG4B inh: -4; TIM10 inh: -2; hIAP activ: 0.9; mIAP block: -4

Results for CCOC(=O)c1c(NC(=O)CC)sc(C(=O)N2CCCCC2)c1C ?
tim10-1 inh: -3; hIAP inh: -1; Apaf-1 inh: -10; mIAP act: 0.94; NALP3 yeast inh: 26; ATG4B inh: -2; TIM10 inh: -4; hIAP activ: 1; mIAP block: 6

Results for Cc1csc(NC(=O)c2ccc(Cl)cc2[N+](=O)[O-])n1 ?
tim10-1 inh: 10; hIAP inh: 0; Apaf-1 inh: 3; mIAP act: 1; NALP3 yeast inh: -2; ATG4B inh: -7; TIM10 inh: 20; hIAP activ: 1; mIAP block: 0

How did CCOC(=O)N1CCC(N2CCCC(C(=O)c3ccccc3OC)C2)CC1 (stereo not given) do in these assays?
tim10-1 inh: 11; hIAP inh: -10; Apaf-1 inh: -7; mIAP act: 0.91; NALP3 yeast inh: 4; ATG4B inh: -3; TIM10 inh: -5; hIAP activ: 1.1; mIAP block: 10

What do the screens show for `[O-]c1c[n+](-c2ccc(-[n+]3cc([O-])on3)cc2)no1`?
tim10-1 inh: 6; hIAP inh: 9; Apaf-1 inh: 2; mIAP act: 1; NALP3 yeast inh: 13; ATG4B inh: 1; TIM10 inh: -3; hIAP activ: 0.91; mIAP block: -1

Results for O=C1/C(=C/c2ccccn2)SC(=S)N1c1ccc(O)cc1 ?
tim10-1 inh: 11; hIAP inh: -36; Apaf-1 inh: -47; mIAP act: 0.91; NALP3 yeast inh: 70*; ATG4B inh: -6; TIM10 inh: 11; hIAP activ: 1.4; mIAP block: 9

Results for CNC(=O)CSc1nc2ccccc2c(=O)n1-c1cc(OC)ccc1OC ?
tim10-1 inh: -12; hIAP inh: 13; Apaf-1 inh: 0; mIAP act: 1.1; NALP3 yeast inh: 4; ATG4B inh: -5; TIM10 inh: 4; hIAP activ: 0.87; mIAP block: -6

Results for COc1ccc(C(=O)N2CCN(c3nc(C4CC4)nc4sc(C)c(C)c34)CC2)cc1 ?
tim10-1 inh: 10; hIAP inh: 8; Apaf-1 inh: 20; mIAP act: 0.97; NALP3 yeast inh: 26; ATG4B inh: 30; TIM10 inh: 11; hIAP activ: 0.92; mIAP block: 3

How did O=C(Cc1cccs1)NCc1ccc(Cl)cc1Cl do in these assays?
tim10-1 inh: 22; hIAP inh: -22; Apaf-1 inh: 7; mIAP act: 1.1; NALP3 yeast inh: 18; ATG4B inh: 9; TIM10 inh: 2; hIAP activ: 1.2; mIAP block: -6

How did O=C(Cc1ccccc1)NNC(=O)C1CCCC1 do in these assays?
tim10-1 inh: -11; hIAP inh: -10; Apaf-1 inh: -3; mIAP act: 0.99; NALP3 yeast inh: 12; ATG4B inh: -5; TIM10 inh: -5; hIAP activ: 1.1; mIAP block: 1

How did O=C(Nn1cnnc1)c1cc2cc(Br)ccc2oc1=O do in these assays?
tim10-1 inh: 1; hIAP inh: -9; Apaf-1 inh: -13; mIAP act: 0.91; NALP3 yeast inh: -2; ATG4B inh: -3; TIM10 inh: 2; hIAP activ: 1.1; mIAP block: 9

How did O=S(=O)(c1ccc2c(c1)OCCO2)N(Cc1ccc(F)cc1)Cc1nnc(-c2cccs2)o1 do in these assays?
tim10-1 inh: 37; hIAP inh: -6; Apaf-1 inh: 23; mIAP act: 0.96; NALP3 yeast inh: 9; ATG4B inh: -8; TIM10 inh: 24; hIAP activ: 1.1; mIAP block: 4

How did O=S(CC1CC1(Cl)Cl)CC1CC1(Cl)Cl (stereo not given) do in these assays?
tim10-1 inh: 5; hIAP inh: -18; Apaf-1 inh: 7; mIAP act: 1; NALP3 yeast inh: 6; ATG4B inh: -10; TIM10 inh: -8; hIAP activ: 1.2; mIAP block: -4

What do the screens show for `O=C(CC(c1ccccc1)c1ccccc1O)NCc1ccco1` (stereo not given)?
tim10-1 inh: 10; hIAP inh: 11; Apaf-1 inh: -6; mIAP act: 1; NALP3 yeast inh: -5; ATG4B inh: -6; TIM10 inh: 0; hIAP activ: 0.89; mIAP block: 0

How did CCOc1ccccc1CNC(=O)CN1C(=O)CSc2ccc(S(=O)(=O)N3CCOCC3)cc21 do in these assays?
tim10-1 inh: 12; hIAP inh: -2; Apaf-1 inh: -1; mIAP act: 0.95; NALP3 yeast inh: 20; ATG4B inh: -5; TIM10 inh: -8; hIAP activ: 1; mIAP block: 5

Continued; the last 4 above are carried over.
How did O=S(=O)(c1ccc2c(c1)OCCO2)N(Cc1ccc(F)cc1)Cc1nnc(-c2cccs2)o1 do in these assays?
tim10-1 inh: 37; hIAP inh: -6; Apaf-1 inh: 23; mIAP act: 0.96; NALP3 yeast inh: 9; ATG4B inh: -8; TIM10 inh: 24; hIAP activ: 1.1; mIAP block: 4

How did O=S(CC1CC1(Cl)Cl)CC1CC1(Cl)Cl (stereo not given) do in these assays?
tim10-1 inh: 5; hIAP inh: -18; Apaf-1 inh: 7; mIAP act: 1; NALP3 yeast inh: 6; ATG4B inh: -10; TIM10 inh: -8; hIAP activ: 1.2; mIAP block: -4

What do the screens show for `O=C(CC(c1ccccc1)c1ccccc1O)NCc1ccco1` (stereo not given)?
tim10-1 inh: 10; hIAP inh: 11; Apaf-1 inh: -6; mIAP act: 1; NALP3 yeast inh: -5; ATG4B inh: -6; TIM10 inh: 0; hIAP activ: 0.89; mIAP block: 0

How did CCOc1ccccc1CNC(=O)CN1C(=O)CSc2ccc(S(=O)(=O)N3CCOCC3)cc21 do in these assays?
tim10-1 inh: 12; hIAP inh: -2; Apaf-1 inh: -1; mIAP act: 0.95; NALP3 yeast inh: 20; ATG4B inh: -5; TIM10 inh: -8; hIAP activ: 1; mIAP block: 5

How did Cc1nc([N+](=O)[O-])c(C(=O)OCc2ccccc2Br)n1C do in these assays?
tim10-1 inh: 31; hIAP inh: -2; Apaf-1 inh: -22; mIAP act: 1.1; NALP3 yeast inh: 19; ATG4B inh: -4; TIM10 inh: 27; hIAP activ: 1; mIAP block: -6

How did COc1ccc(CN2CCN(C(=O)Cn3nc(C(=O)O)c4ccccc4c3=O)CC2)cc1F do in these assays?
tim10-1 inh: -15; hIAP inh: 8; Apaf-1 inh: 7; mIAP act: 0.94; NALP3 yeast inh: 16; ATG4B inh: -16; TIM10 inh: 7; hIAP activ: 0.93; mIAP block: 6

What do the screens show for `N#Cc1c(-c2ccccc2)nc(-c2cccnc2)[nH]c1=O`?
tim10-1 inh: 0; hIAP inh: -7; Apaf-1 inh: 1; mIAP act: 1; NALP3 yeast inh: 13; ATG4B inh: 0; TIM10 inh: 6; hIAP activ: 1.1; mIAP block: -2

What do the screens show for `CC1CCCC(C)N1CCCNC(=O)Cn1ncc2c3ccccc3n(C)c2c1=O` (stereo not given)?
tim10-1 inh: -4; hIAP inh: -21; Apaf-1 inh: 7; mIAP act: 1; NALP3 yeast inh: -3; ATG4B inh: 4; TIM10 inh: 4; hIAP activ: 1.2; mIAP block: 0

What do the screens show for `C#Cc1ccc([C@H]2C=C(C(=O)NCc3nc4ccccc4[nH]3)O[C@@H](OCc3ccc(CO)cc3)C2)cc1`?
tim10-1 inh: 13; hIAP inh: -8; Apaf-1 inh: -7; mIAP act: 0.99; NALP3 yeast inh: 4; ATG4B inh: 1; TIM10 inh: 5; hIAP activ: 1.1; mIAP block: 1

How did Cc1cc(C(=O)Nc2c(C)n(C)n(-c3ccccc3)c2=O)c2ccccc2n1 do in these assays?
tim10-1 inh: 3; hIAP inh: 0; Apaf-1 inh: 1; mIAP act: 0.95; NALP3 yeast inh: 12; ATG4B inh: -5; TIM10 inh: 6; hIAP activ: 1; mIAP block: 5

Results for CCN(CC)C(=O)CSc1nnc(CCCCCNC(=O)OC(C)(C)C)o1 ?
tim10-1 inh: 16; hIAP inh: 10; Apaf-1 inh: -4; mIAP act: 0.94; NALP3 yeast inh: 19; ATG4B inh: -1; TIM10 inh: 4; hIAP activ: 0.9; mIAP block: 6

What do the screens show for `Cc1ccc2sc(N(CCN(C)C)C(=O)/C=C/c3cccs3)nc2c1C`?
tim10-1 inh: 27; hIAP inh: -12; Apaf-1 inh: 17; mIAP act: 0.89; NALP3 yeast inh: 19; ATG4B inh: 8; TIM10 inh: 20; hIAP activ: 1.1; mIAP block: 11

How did Cc1nc2nc3c(c(=O)n2[nH]1)CCCC3 do in these assays?
tim10-1 inh: -5; hIAP inh: -5; Apaf-1 inh: 4; mIAP act: 1; NALP3 yeast inh: -7; ATG4B inh: 2; TIM10 inh: 6; hIAP activ: 1.1; mIAP block: -4

How did Cc1csc(NC(=O)C2CCN(S(=O)(=O)c3cccs3)CC2)n1 do in these assays?
tim10-1 inh: 4; hIAP inh: 8; Apaf-1 inh: 5; mIAP act: 0.96; NALP3 yeast inh: 18; ATG4B inh: -8; TIM10 inh: 5; hIAP activ: 0.92; mIAP block: 4

What do the screens show for `CCOc1cc(/C=C2/C(=O)ON=C2C)cc(Br)c1O`?
tim10-1 inh: 14; hIAP inh: 38*; Apaf-1 inh: 3; mIAP act: 0.95; NALP3 yeast inh: 21; ATG4B inh: 1; TIM10 inh: 0; hIAP activ: 0.61; mIAP block: 5

Results for CN(C)CCn1c(C(=O)Nc2ccccc2)cc2ccccc21 ?
tim10-1 inh: -3; hIAP inh: -9; Apaf-1 inh: 25; mIAP act: 1; NALP3 yeast inh: 12; ATG4B inh: 1; TIM10 inh: -15; hIAP activ: 1.1; mIAP block: -4
